CaV13 ICDI inh – Primary screen for inhibitors of IQ motif and Ca2+-dependent inactivation inhibitor domain binding in CACNA1D, Förster resonance energy transfer in living cells, …. inhibition, % at 12.3 µM. 340,000 tested, 0.098% active. HEK cells, CFP/YFP FRET ICDI-IQ, plate reader, 10 min; percent FRET-ratio fall versus neutral wells;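 active = mean replicate inhibition of at least 30% and at least 1% of replicates passing that level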;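 note: 0% = median of the neutral control wells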
* = called active by the depositor.

| Molecule | CaV13 ICDI inh |
| --- | --- |
| COC(=O)N1C[C@H](OCc2ccc3c(c2)OCO3)[C@H]2C[C@@H]1c1ccccc1O2 | -3.6 |
| C[C@@H]1COc2cccc(NCCCN3CCOCC3)c2S(=O)(=O)N1 | -6.7 |
| CCCCCCCCN1C(=O)[C@@H](CC(=O)NCCc2ccccc2OC)C[C@@]2(C(=O)OC)C1=C[C@H](C1CCCC1)O[C@@H]2C | -8.7 |
| COCCCNC(=O)c1nnn2c1nc(N)c1cc(Cl)ccc12 | -4.6 |
| Cc1ccccc1NC(=O)N(C)[C@H]1C[C@H]2c3[nH]c4c(-c5ccc6c(c5)OCO6)cccc4c3CCN2C(=O)[C@H]1[C@H](C)O | -4.1 |
| O=S(=O)(NCc1ccccc1)c1cc(Br)ccc1Br | -6.6 |
| c1ccc(Cc2cnc(N3CCN(Cc4cccc(-c5ccsc5)n4)CC3)nc2)cc1 | -7.8 |
| COC(=O)[C@]12C[C@H](CC(=O)NCc3cccs3)C(=O)N(Cc3ccc4c(c3)OCO4)C1=C[C@H](COCc1ccccc1)O[C@@H]2C | -10.3 |
| COc1ccc(NC(=O)N(C)C[C@@H]2OCCCC[C@@H](C)Oc3ccc(NC(=O)NC4CCCCC4)cc3C(=O)N([C@H](C)CO)C[C@@H]2C)cc1 | -5.5 |
| O=C(N[C@H](C(=O)N1CCC[C@H]1C(=O)NCc1ccccc1)c1ccccc1)c1ccccc1 | -2.9 |
| CC(CNC(=O)[C@@H](Cc1ccccc1)NC(=O)[C@H]1O[C@@H](n2cnc3c(=O)[nH]c(N)nc32)[C@H](O)[C@@H]1O)c1ccccc1 (stereo partly specified) | -4.2 |
| COc1ccc(Cl)cc1NC(=O)c1cccc(S(=O)(=O)Nc2c(C)n(C)n(-c3ccccc3)c2=O)c1 | -1.9 |
| COC(=O)C1=C(C)N(Cc2cccc(C(F)(F)F)c2)C(=NCc2ccc(OC)cc2)NC1c1cccc(Cl)c1 (stereo unspecified) | -4.0 |
| COCCCNC(=O)C[C@H]1C[C@@]2(C(=O)OC)C(=C[C@H](COCc3ccccc3)O[C@@H]2C)N(CCC2=CCCCC2)C1=O | -4.2 |
| CCOC(=O)C1CSCCS(=O)(=O)N1Cc1cc(F)ccc1Br (stereo unspecified) | -3.8 |
| COC(=O)c1cc2c(c3c4cc(C)ccc4n(C(=O)c4ccccc4)c13)C(=O)N(Cc1ccccc1)C2 | -4.4 |
| O=C(Cc1cn(Cc2ccccc2)c2ccccc12)Nc1ccc(Nc2cccnc2)cc1 | -3.6 |
| Cc1nc2c(c(=O)c3ccccc3n2C)c(=O)n1C1CCCC1 | -4.4 |
| CC(C)C[C@@H]1COc2cccc(NCCO)c2S(=O)(=O)N1 | -4.9 |
| Cc1ccc(S(=O)(=O)NC(CCCNC(=O)OCc2ccccc2)C(=O)O)cc1 (stereo unspecified) | -7.6 |
| CCCCCCCCN1C(=O)[C@@H](CC(=O)NCCC(C)C)C[C@@]2(C(=O)OC)C1=C[C@H](C(C)(C)C)O[C@@H]2C | -8.2 |
| COC(=O)[C@]12C[C@H](CC(=O)NCc3cccs3)C(=O)N(Cc3ccccc3)C1=C[C@H](C(C)C)O[C@@H]2C1CC1 | -8.0 |
| COC(=O)c1c(-c2ccc(OC)cc2)c2c(c3c4cc(OC)ccc4n(S(=O)(=O)c4ccc(C)cc4)c13)C(=O)N(C)C2 | -5.0 |
| CC(C)c1[nH]nc2c1C(c1cccc(C(F)(F)F)c1)N(c1ccccc1)C2=O (stereo unspecified) | -5.5 |
| COC(=O)Cc1nnn2c1[C@@H](C)[C@@H](c1ccccc1Br)OC[C@H](C)C2 | -4.4 |
| CCCN1CCCCC(NC(=O)OC(C)(C)C)C1=O (stereo unspecified) | -1.9 |
| CCCCC1OC(CCc2ccccc2)CC2=C1C(=O)OC(C)(C)O2 (stereo unspecified) | -9.9 |
| COC(=O)C1=C(C)N(Cc2ccccc2C(F)(F)F)C(=NCc2cc(OC)c(OC)c(OC)c2)NC1c1cccc(C(F)(F)F)c1 (stereo unspecified) | -9.6 |
| COC(=O)C1=C(C)N(Cc2ccccc2)C(=S)NC1c1ccc(-c2ccccc2)cc1 (stereo unspecified) | -4.0 |
| Nc1nc2c(ncn2[C@@H]2O[C@H](C(=O)N[C@@H](Cc3ccccc3)C(=O)NCc3ccccc3)[C@@H](O)[C@H]2O)c(=O)[nH]1 | -5.1 |
| COC(=O)Cc1nnn2c1[C@H](C)[C@@H](OC)c1ccc(C(F)(F)F)cc1-2 | -4.0 |
| COC(=O)C1=C(C)N(C)C(=NCc2ccccc2C(F)(F)F)NC1c1ccc(C(F)(F)F)cc1 (stereo unspecified) | -2.4 |
| C[C@@H]1CN([C@@H](C)CO)C(=O)CCCn2cc(nn2)CO[C@H]1CN(C)C(=O)Nc1ccc(C(F)(F)F)cc1 | -4.4 |
| C[C@H](O)[C@@H]1C(=O)N2CCc3c([nH]c4cccc(-c5ccccc5)c34)[C@@H]2C[C@@H]1N(C)CC1CCCCC1 | -4.5 |
| C[C@@H]1CCCCO[C@@H](CN(C)C(=O)Nc2ccc3c(c2)OCO3)[C@@H](C)CN([C@H](C)CO)C(=O)c2cc(NC(=O)Nc3ccc(C(F)(F)F)cc3)ccc2O1 | -4.8 |
| C#CCNC(=O)c1cc2cccnc2nc1N | -2.6 |
| C[C@H]1CN(C(=O)OC(C)(C)C)CCN1c1ccc(N2CCS(=O)(=O)CC2)c(C#N)c1 | -9.1 |
| Cc1ccc(/C=N/NC(=O)c2c(C)nc3ccc(Cl)cn23)cc1 | -1.5 |
| CCCc1cc(-c2[nH]ncc2-c2ccc3c(c2)OCCCO3)c(O)cc1OC | -5.2 |
| Cc1noc(C)c1S(=O)(=O)N1CCCc2nc(-c3ccc(F)cc3)ccc21 | -11.9 |
| O=C(N[C@H](Cc1ccccc1)C(=O)N1CCCN(Cc2cccs2)CC1)[C@H]1O[C@@H](n2ccc(=O)[nH]c2=O)[C@H](O)[C@@H]1O | -3.4 |
| CC1CCN(C(=O)c2ncn3c2C(=O)NC[C@@H]3C)CC1 | -3.3 |
| COC(=O)[C@]12C[C@H](CC(=O)NCCCN3CCCC3=O)C(=O)N(Cc3ccccc3)C1=C[C@H](C(C)(C)C)O[C@@H]2C | -9.2 |
| COC(=O)c1cc2c(c3c4cc(F)ccc4n(S(=O)(=O)c4ccccc4)c13)C(=O)N(Cc1ccccc1OC)C2 | -8.2 |
| N#CCCN1CCC(N)=NC1=NC#N | -9.9 |
| Cc1[nH]c2ccccc2c1C(=O)c1c(N)[nH]c(C(=O)c2ccc(Br)cc2)c1-c1ccc(Br)cc1 | -16.0 |
| COc1cccc(C=C2SC(=S)N(Cc3ccco3)C2=O)c1OC | -11.7 |
| C=CCCC1CN(Cc2ccc(OC)cc2)S(=O)(=O)c2c(cccc2N2CCCC2)O1 (stereo unspecified) | -5.4 |

New compounds follow.
Compound	CaV13 ICDI inh
C=CCCC1CN(Cc2ccc(OC)cc2)S(=O)(=O)c2c(NCc3cc(OC)c(OC)c(OC)c3)cccc2O1 (stereo unspecified)	-7.4
C[C@@H]1ON(C)[C@H]2C[C@H]3c4[nH]c5c(-c6cccc(F)c6)cccc5c4CCN3C(=O)[C@@H]12	-4.3
CC(=O)C1=C(C)N(Cc2ccc(Br)cc2)C(=S)NC1c1ccc(F)cc1 (stereo unspecified)	-3.3
COc1ccc(C(=O)N2CCC[C@@H]2C(=O)N2CCC[C@@H]2C(=O)NCc2ccccc2)cc1F	-3.2
COc1ccccc1Cc1c(-c2ccc(F)cc2)nc2c3ccccc3ccn12	-6.9
C[C@H](CO)N1C[C@H](C)[C@@H](CN(C)C(=O)Nc2ccc(F)cc2)OCc2cn(nn2)CCCC1=O	-6.2
Cc1ccc(NC(=O)N2c3ccccc3SC2c2ccco2)c(C)c1 (stereo unspecified)	-10.9
O=C(C(=O)N1CCC(CNS(=O)(=O)c2ccc(F)cc2)CC1)c1cc2ccccc2o1	-11.9
CC(C)(C)OC(=O)N1CCC[C@@H]1C(=O)N1CCC[C@@H]1C(=O)NCc1ccccc1	-4.4
C[C@H]1CN([C@@H](C)CO)C(=O)CCCn2nncc2CO[C@@H]1CN(C)Cc1ccc2cccnc2c1	-5.5
C[C@]12Cc3ccccc3C1CC1=N[C@@H](C3CCCCC3)O[C@@]13C[C@@H]2C(=O)N3C1CCN(Cc2ccccc2)CC1 (stereo partly specified)	-3.5
CC[C@H](NC(=O)[C@H]1O[C@@H](n2cnc3c(=O)[nH]c(N)nc32)[C@H](O)[C@@H]1O)c1ccccc1	-6.9
COc1cc2nc3c4ccccc4n(CC#N)c3nc2cc1OC	-8.4
C[C@@H]1CN([C@H](C)CO)C(=O)c2ccccc2-c2ccccc2CO[C@@H]1CN(C)C(=O)Nc1ccccc1	-6.1
CC(C)CC1NC(=O)c2cc(Cl)ccc2-n2c1nc1ccccc1c2=O (stereo unspecified)	-6.8
Nc1[nH]c(C(=O)c2ccccc2)c(-c2cccc3ccccc23)c1C(=O)c1ccc(Br)cc1	-22.0
COC(=O)Cc1nnn2c1CC(OC)c1cc(Br)ccc1-2 (stereo unspecified)	-3.9
O=C(/C=C(\Nc1cccc(F)c1)c1ccccc1)c1ccccc1	-9.9
Cc1ccc(NCc2nnc(SCC(N)=O)n2CCc2ccccc2)cc1	-7.7
C#CCN(C[C@H]1[C@H](OC(=O)Nc2c(C)noc2C)[C@H](OC(=O)Nc2c(C)noc2C)CN(C(=O)OC(C)C)N1C(=O)OC(C)C)S(=O)(=O)c1ccc(C)cc1	-7.1
CSCCC(N=Cc1c(O)n(-c2ccc(F)cc2)c(=O)[nH]c1=O)C(=O)O (stereo unspecified)	-3.9
O=C(N[C@H](C(=O)N1CCC[C@H]1C(=O)NCc1ccccc1)C1CCCCC1)c1ccc(Cl)cc1Cl	-3.9
CC(C)c1[nH]nc2c1C(c1ccc(F)cc1)NC2=O (stereo unspecified)	-3.6
COC(=O)C1=C(C)N(C)C(=NCc2ccc(C(F)(F)F)cc2)NC1c1ccc(C(F)(F)F)cc1 (stereo unspecified)	-2.9
COC(=O)c1ccc2nc(-c3ccc(Cl)cc3)c(Cc3ccccc3)n2c1	-8.9
Cc1cc(N2CCN(CC(C)(C)O)C[C@@H]2C)ccc1N1CCN(CC(C)(C)O)[C@@H](C)C1	-9.9
O=C(NCCO)c1cccc(-c2cc(Nc3ccc(OC(F)(F)F)cc3)ncn2)c1	-7.7
CCCCOCCCNC(=O)C[C@H]1C[C@@]2(C(=O)OC)C(=C[C@H](COCc3ccccc3)O[C@@H]2C)N(CCC2=CCCCC2)C1=O	-6.5
C[C@@H]1ON(C)[C@H]2C[C@H]3c4[nH]c5c(-c6ccc(C(F)(F)F)cc6)cccc5c4CCN3C(=O)[C@@H]12	-3.9
CCN1C(=O)N[C@@H]2C[C@H](C(=O)N3CCCC3)[C@H](C)[C@H](c3ccccc3)C[C@@H]21	-3.9
COC(=O)C1=C(C)N(C)C(=NCC2CC2)NC1c1ccccc1C(F)(F)F (stereo unspecified)	-4.6
CCCCNc1ccc2c(c1)OC[C@@H](Cc1ccccc1)NS2(=O)=O	-6.7
COC(=O)[C@]12C[C@H](CC(=O)NCc3cccs3)C(=O)N(CCc3ccc(OC)c(OC)c3)C1=C[C@H](C(C)(C)C)O[C@@H]2C	-9.3
CCOC(=O)N1CCN(C(=O)C[C@H]2C[C@@]3(C(=O)OC)C(=C[C@H](C(C)(C)C)O[C@@H]3C)N(Cc3ccc4c(c3)OCO4)C2=O)CC1	-4.1
O=C(C(=O)N1CCC(CNS(=O)(=O)c2ccc(OC(F)(F)F)cc2)CC1)c1cc2ccccc2o1	-6.9
COC(=O)C1=C(C)N(C)C(=NCc2cccc(C(F)(F)F)c2)NC1c1cccc(Cl)c1 (stereo unspecified)	-4.6
O=C(Nc1nc2ccccc2s1)c1ccc2c(c1)S(=O)(=O)c1ccccc1C2=O	-4.0
COC(=O)C1=C(C)N(C)C(=NCC2CC2)NC1c1cccc(C(F)(F)F)c1 (stereo unspecified)	-4.4
COC(=O)C1=C(C)N(C)C(=NCc2ccc3c(c2)OCO3)NC1c1ccccc1 (stereo unspecified)	-4.0
COc1ccc(C2CC(=O)C(c3ccc(Cl)c(Cl)c3)=CN2Cc2ccccc2)cc1 (stereo unspecified)	-4.1

Next section (7 carried over from the part before).
Compound	CaV13 ICDI inh
CCOC(=O)N1CCN(C(=O)C[C@H]2C[C@@]3(C(=O)OC)C(=C[C@H](C(C)(C)C)O[C@@H]3C)N(Cc3ccc4c(c3)OCO4)C2=O)CC1	-4.1
O=C(C(=O)N1CCC(CNS(=O)(=O)c2ccc(OC(F)(F)F)cc2)CC1)c1cc2ccccc2o1	-6.9
COC(=O)C1=C(C)N(C)C(=NCc2cccc(C(F)(F)F)c2)NC1c1cccc(Cl)c1 (stereo unspecified)	-4.6
O=C(Nc1nc2ccccc2s1)c1ccc2c(c1)S(=O)(=O)c1ccccc1C2=O	-4.0
COC(=O)C1=C(C)N(C)C(=NCC2CC2)NC1c1cccc(C(F)(F)F)c1 (stereo unspecified)	-4.4
COC(=O)C1=C(C)N(C)C(=NCc2ccc3c(c2)OCO3)NC1c1ccccc1 (stereo unspecified)	-4.0
COc1ccc(C2CC(=O)C(c3ccc(Cl)c(Cl)c3)=CN2Cc2ccccc2)cc1 (stereo unspecified)	-4.1
Nc1[nH]c(C(=O)c2ccccc2)c(-c2cccc(C(F)(F)F)c2)c1C(=O)NCCc1c[nH]c2ccccc12	-15.3
C[C@@H]1ON(C)[C@H]2C[C@H]3c4[nH]c5cccc(-c6cccc(F)c6)c5c4CCN3C(=O)[C@@H]12	-4.1
Cc1ccc(Cc2c(-c3cccc(Br)c3)nc3ccc(C)cn23)cc1	-7.3
CCCN1CCCCC(NC(=O)c2ccccc2C)C1=O (stereo unspecified)	-1.7
C[C@H]1[C@H](c2ccccc2)Oc2ccc(Cl)cc2S(=O)(=O)N1C[C@@H]1CCCN1C(=O)OC(C)(C)C	-6.4
COc1ccccc1Cc1c(-c2ccccc2)nc2c3ccccc3ccn12	-9.5
O=c1[nH]c(=O)c2ccccc2o1	-2.6
Nc1[nH]c(C(=O)c2ccccc2)c(-c2cccc3ccccc23)c1C(=O)c1cccs1	-21.1
CCc1cc2c(nc1CC)CCCN2S(=O)(=O)c1ccccc1C	-5.3
Cc1[nH]c2ccccc2c1CC(=O)Nc1ccc(Nc2cccnc2)c(-c2ccc(C(C)(C)C)cc2)c1	-13.0

From PubChem

An excerpt; the hit share may differ from the screen's.
